Source: PubChem BioAssay (The Scripps Research Institute Molecular Screening Center)
OX1R antag-1: blocks the human orexin 1 receptor. inhibition, % at 6.6 µM. 330,000 compounds, 1.8% hits. AID 485270. OX1R-expressing cells, FRET antagonist read-out; in the data active = inhibition mostly above about 38%, no sharp cut-off; inactive = mostly below about 40%;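 also: 0% = agonist challenge alone and 100% = reference antagonist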
Target sequence (O43613 whole entry, looked up): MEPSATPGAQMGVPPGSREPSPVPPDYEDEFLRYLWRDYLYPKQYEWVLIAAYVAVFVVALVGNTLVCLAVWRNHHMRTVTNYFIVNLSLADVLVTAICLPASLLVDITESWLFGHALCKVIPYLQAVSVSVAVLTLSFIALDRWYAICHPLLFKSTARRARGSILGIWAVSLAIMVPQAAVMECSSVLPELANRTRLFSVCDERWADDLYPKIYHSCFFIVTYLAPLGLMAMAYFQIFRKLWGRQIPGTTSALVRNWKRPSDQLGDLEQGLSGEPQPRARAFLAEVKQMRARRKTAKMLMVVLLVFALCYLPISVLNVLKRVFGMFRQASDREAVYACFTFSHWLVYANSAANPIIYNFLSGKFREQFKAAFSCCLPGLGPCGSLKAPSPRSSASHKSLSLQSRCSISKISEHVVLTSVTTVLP
OX1R antag-2: blocks the human orexin 1 receptor. AID 434989. CHO/OX1R cells, Fluo-8 calcium fluorescence, orexin A. O43613. 330,000 compounds, 0.43% hits. inhibition, % at 5 µM;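 active = inhibition above its plate's threshold, mean inhibition of all tested compounds on the plate plus 3 SD, cut at about 37% in these data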;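 also: 0% = orexin A challenge wells and 100% = SB-334867-A antagonist wells; not every result past the cut was called active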
* marks the source's active call; other numbers are inactive results.

structure	OX1R antag-2	OX1R antag-1
COc1ccc(C2N(c3cc(C)on3)C(=O)C3CCCN32)cc1OC (configuration not stated)	-26	12
COc1cccc(C(=O)NN/C(C)=C/C(=O)C(F)(F)C(F)(F)C(F)(F)F)c1	-9	18
CSc1nc2oc3c(c2c2nncn12)CC(C)(C)SC3	-16	24
COC(=O)N/N=C/c1cn(CCOc2ccccc2)c2ccccc12	-18	51
CN(C)C(CNC(=O)CNC(=O)c1ccc2ccccc2c1)c1ccccc1 (configuration not stated)	-29	7
Cc1ccc(O)c(NC(=S)NC(=O)C(C)C)c1	-14	10
COc1ccc(NC2=CC(=O)N(C)C2=O)cc1	8	49
CNS(=O)(=O)c1cccc(C(=O)NNC(=O)c2ccc(COc3ccccc3)cc2)c1	-6	4
COc1ccc(-c2cc(N)n(CCC#N)n2)c(OC)c1	-10	2
CS(=O)(=O)N1CCC(C(=O)Nc2cc(C(F)(F)F)ccc2Cl)CC1	-7	12
O=c1oc2ccccc2n1Cc1ccccc1	-15	15
O=C(COc1ncnc2ccc(Br)cc12)NC1CCCC1	10	-3
COc1ccccc1CN1CCN(S(=O)(=O)c2ccccc2)CC1	-25	-11
CC(CCc1ccccc1)NC(=O)CN1CCSc2ccccc21 (configuration not stated)	-17	-2
CCOP(=O)(c1ccccc1)C(O)c1ccc(Br)cc1 (configuration not stated)	-9	0
CN(Cc1nc2ccccc2s1)C(=O)c1ccc(F)cc1	-17	16
Cc1[nH]nc(SCC(=O)Nc2ccc(C#N)cc2)c1[N+](=O)[O-]	4	15
Cc1onc(-c2ccccc2)c1C(=O)N1CCN(c2ccccc2F)CC1	-29	19
CCOc1ccc(NC(=S)c2ccc3ccccc3n2)cc1	-17	5
Cc1cc(C)nc(NC2=NC3CCCCC3N2)n1 (configuration not stated)	-7	17
CCOC(=O)c1cc(NC(=O)c2ccccc2)c(=O)n2c1oc1ccccc12	-23	27
CCCC(=O)Nc1ccc(Cl)c(NC(=S)NC(=O)C(C)C)c1	-4	12
O=C1CCCC/C1=C/NCc1ccc(F)cc1	1	1
CO/N=C(\Cn1ncc(N2CCOCC2)c(Br)c1=O)c1ccc(Cl)cc1	-19	19

Entries of single compounds as entered above. Values in the order: OX1R antag-2 | OX1R antag-1
Results for Cc1cc(C)nc(NC2=NC3CCCCC3N2)n1 (configuration not stated) : -7 | 17
Results for CCOC(=O)c1cc(NC(=O)c2ccccc2)c(=O)n2c1oc1ccccc12 : -23 | 27
Results for O=C1CCCC/C1=C/NCc1ccc(F)cc1 : 1 | 1
Results for CCOP(=O)(c1ccccc1)C(O)c1ccc(Br)cc1 (configuration not stated) : -9 | 0
Results for CCCC(=O)Nc1ccc(Cl)c(NC(=S)NC(=O)C(C)C)c1 : -4 | 12

Further compounds follow.
structure	OX1R antag-2	OX1R antag-1
Cc1ccccc1CNc1ccc(C(CC(N)=O)NC(=O)c2ccccc2)cc1[N+](=O)[O-] (configuration not stated)	-5	10
O/N=C/c1cn(-c2ccccc2)nc1-c1cccnc1	-3	6
O=[N+]([O-])c1ccc(CSC2=NCCN2)cc1	-2	13
O=C1CCCN2N=C(SCC(=O)Nc3ccccc3C(F)(F)F)SC2=N1	3	0
Cc1cc(C)c(S(=O)(=O)Nc2cnc3ccccc3c2)c(C)c1	-26	18
Cc1cc(Cl)c(S(=O)(=O)Nc2ccc(S(=O)(=O)N3CCOCC3)cc2)cc1OCC(N)=O	-15	15
O=C(O)CCN1CCN(S(=O)(=O)c2ccc3ccccc3c2)CC1	-2	5
O=C(Nc1nc2ccccc2s1)C1=NN(c2ccccc2)C(=O)CC1	-7	37
CN(CC(=O)NC(=O)NCc1ccccc1)Cc1cccc(Cl)c1Cl	-11	5
CC(NS(=O)(=O)c1ccccc1)C(N)=O (configuration not stated)	9	5
Cc1ccc(C)c(S(=O)(=O)NC(CC(C)C)C(=O)O)c1 (configuration not stated)	7	15
Cc1cc(NC(=O)CCC(=O)N(c2ccccc2C)C(C(=O)NC2CCCC2)c2ccccc2)no1 (configuration not stated)	-29	4
CCC(C)(C)n1nnnc1C(c1ccc(C)cc1)N1CCN(Cc2ccc3c(c2)OCO3)CC1 (configuration not stated)	-21	14
Cc1cc(C(=O)NNS(=O)(=O)c2ccccc2C(F)(F)F)nn1C(C)(C)C	-12	6
Cc1ccccc1CNC(=O)c1ccc2nc(N3CCOCC3)sc2c1	-25	15
COc1ccccc1CNC(=O)C1CC(=O)N(C2CCCC2)C1 (configuration not stated)	-14	12
O=C(CSc1ccc([N+](=O)[O-])cn1)Nc1nccs1	-3	39
COc1ccccc1N1CCN(C(=O)CN2C(=O)c3cccc4cccc(c34)C2=O)CC1	-40	22
COc1cc(OCc2ccccc2)c(C(=O)/C=C/c2ccc3c(c2)OCO3)c(OC)c1OC	7	14
N#CC12CCCCC1CC1CCCCC1(C#N)N2Cc1cccnc1 (configuration not stated)	-11	6
O=C(COC(=O)c1ccc(Br)o1)NCc1ccco1	-5	17
COc1cc(/C=N/N=C/c2cc(OC)c(O)c(OC)c2)cc(OC)c1O	4	24
CN(c1ccc(OCc2nnc(-c3ccccc3)o2)cc1)S(=O)(=O)c1ccccc1	-5	12
CC(C)c1cc(C(=O)O)n(-c2ccccc2)n1	-11	8
CCCCC(CC)CNCc1cccn1CCN1CCOCC1 (configuration not stated)	-29	5
CC(=O)Oc1ccc(C(=O)NCc2ccco2)cc1	5	1
Cc1ccccc1CNC1CCCCC1	-6	10
CCOC(=O)N1CCN(C(=O)c2ccc(N3C(=O)CCC3=O)cc2)CC1	-13	13
COc1ccc(/C=C2/SC(=O)N(CCCCCC(=O)Nc3ccccc3C(=O)O)C2=S)cc1	-13	14
N#Cc1nc(-c2ccc(F)cc2)oc1NCCN1CCOCC1	-5	20
Cc1c(Cl)cccc1NC(=S)NN	-21	0
NCCc1ccn[nH]1	-2	4
Cc1ccc(CNC(=O)[C@@H](NC(=O)Cc2ccccc2)C(C)C)cc1	-35	21
CCOC(=O)C1CSc2[nH]c(=O)sc2C1c1ccccc1 (configuration not stated)	-22	14
Cc1ccc(NC(=O)CSc2nnc(-c3cccs3)n2Cc2ccco2)cc1	-2	28
CCc1ccccc1NC(=O)Cn1nnc(-c2cccnc2)n1	-2	10
COc1ccc(C(=O)/C=C2/Sc3cc4c(cc3N2C)OCO4)cc1	-8	7
O=C(CCN1CCN(C/C=C/c2ccccc2)CC1)Nc1ccccc1F	-21	19
COc1cccc(OC)c1C(=O)NC(=S)Nc1ccc(N2CCOCC2)c(Cl)c1	-15	15
CCOC(=O)c1c(C)oc(NC(=O)CCl)c1C(=O)OCC	-1	12
O=C(N/N=C/c1ccc(O)cc1)c1cccc(C(F)(F)F)c1	-14	12
O=C(Nc1cc(S(=O)(=O)N2CCOCC2)ccc1N1CCOCC1)c1ccccc1F	-25	12
O=C(C[n+]1cc(Br)cc(Br)c1)c1cccc([N+](=O)[O-])c1	-28	31
O=C(CSc1ccc2nc(-c3ccccc3)cn2n1)NCC1CCCO1 (configuration not stated)	-20	16
O=C(NCc1ccccc1)C(c1ccc(F)cc1)N(Cc1ccc2c(c1)OCO2)C(=O)Cn1nnc(-c2cccs2)n1 (configuration not stated)	-2	11
COCCNC(=O)C(=O)Nc1cc2c3c(c1)CCC(=O)N3CCC2	-4	5
COc1cc(C2SCC(=O)N2c2c(C)n(C)n(-c3ccccc3)c2=O)ccc1O (configuration not stated)	-8	-3
O=C(c1ccc(F)cc1)n1c(NCc2ccccc2)n[nH]c1=S	-15	8
CCOCCCNC(=S)N1CCC(NC(=O)C23CC4CC(CC(C4)C2)C3)CC1	-22	12
COc1ccc(C(=O)Nc2nc(CC(=O)NCCc3ccccc3OC)cs2)cc1	-36	37
CC(=O)c1c(C)[nH]c(C(=O)N2CCN(S(=O)(=O)c3ccc(C)cc3C)CC2)c1C	-32	3
Cc1ccc(NC(=O)CC(O)(C(F)(F)F)C(F)(F)F)c(Br)c1	-13	38
Cn1c(COc2nnc(-c3ccc(Cl)cc3)c3ccccc23)nc2ccccc21	0	8
Cn1c(=O)c2c(ncn2CC(=O)OCC(=O)NC(c2ccccc2)c2ccccc2)n(C)c1=O	-30	26
O=C(NC1CCCC1)C1(c2ccccc2)CCN(S(=O)(=O)c2ccccc2)CC1	-28	10
CCCCCCCCC(=O)N/N=C(\C)c1ccc(O)cc1O	-19	7
Cc1cc(C)c2nc(N(CCN(C)C)C(=O)c3ccc(S(=O)(=O)N(C)CC4CCCO4)cc3)sc2c1 (configuration not stated)	-18	9
CC1CCN(C(=O)COc2ncnc3ccccc23)CC1	-7	16
Cc1nc(S(=O)(=O)c2ccc(Cl)cc2Cl)nc2c1CCC2	1	24
O=C(COC(=O)CCc1nc2ccccc2c(=O)[nH]1)Nc1c(Cl)cccc1C(F)(F)F	-16	16

Four records drawn at random from those above, as already listed:
structure	OX1R antag-2	OX1R antag-1
O=C(NCc1ccccc1)C(c1ccc(F)cc1)N(Cc1ccc2c(c1)OCO2)C(=O)Cn1nnc(-c2cccs2)n1 (configuration not stated)	-2	11
CN(Cc1nc2ccccc2s1)C(=O)c1ccc(F)cc1	-17	16
Cc1onc(-c2ccccc2)c1C(=O)N1CCN(c2ccccc2F)CC1	-29	19
Cc1ccccc1CNC(=O)c1ccc2nc(N3CCOCC3)sc2c1	-25	15

(further entries)
structure	OX1R antag-2	OX1R antag-1
COC(=O)/C=C/COc1ccccc1[N+](=O)[O-]	5	13
CC(C)(O)C#Cc1ccc(CN2CCN(Cc3ccsc3)C(CCO)C2)s1 (configuration not stated)	7	4
CC(=O)NS(=O)(=O)c1ccc(N=NN2CCOCC2)cc1	-14	5
Cc1ccccc1-c1nc2c(s1)CCc1onc(-c3cccc([N+](=O)[O-])c3)c1-2	-12	12
COc1ccccc1C(=O)Nc1ccc(S(=O)(=O)N2CCN(C)CC2)cc1	-12	6
Cc1cc(C)c(S(=O)(=O)N2CCN(C(=O)CCOc3ccccc3C)CC2)c(C)c1	-1	1
Cc1cc(C)nc(OC(C(=O)O)C(OCc2ccccc2)(c2ccccc2)c2ccccc2)n1 (configuration not stated)	-19	9
COC(=O)c1cc(CSc2nc3ccc(C)cc3[nH]2)oc1C	-18	35
CC1Cc2ccccc2N1C(=O)CN1C(=O)C(=O)N(Cc2ccccc2)C1=O (configuration not stated)	-29	3
Cc1cccc(NC(=S)N2CCN(C(=O)C3CCCO3)CC2)c1 (configuration not stated)	-8	6
Cc1ccc(C(=O)N/C(=C\c2cccs2)C(=O)N2CCN(C)CC2)cc1C	-3	14
CC(NC(=O)c1ccc(Cl)cc1Cl)C(c1ccccc1)N1CCOCC1 (configuration not stated)	-7	14
CCCOc1ccc(-c2cc3onc(-c4ccccc4)c3c(=O)n2C)cc1	20	5
CCOC(=O)c1sc(NC(=O)CN2C(=O)c3cccc4cccc(c34)C2=O)nc1C	-16	8
Cc1cc(C)c(NC(=O)CSc2nnc(Cc3cccn3C)n2-c2ccc(F)cc2)c(C)c1	-8	60*
CCOC(=O)c1cc2c(ccn2C)n1CC(=O)N(CC)CC	-16	12
CCCC(C)C1c2c(c(C)c(C)oc2=O)Oc2c(C)c(C)oc(=O)c21 (configuration not stated)	-17	14
